High-throughput results (PubChem)
Tau fibril FP: qHTS for Inhibitors of Tau Fibril Formation, Fluorescence Polarization; Microtubule-associated protein tau (Homo sapiens), P10636; K18 P301L tau heparin fibrillization, Alexa594 FP, 6 h; Potency, µM (highest dose often 57.7 µM), without a hit: top-dose activity, negative = inhibition, actives largely listed as inhibitors; 280,000 tested, 0.39% active; AID 1468, 2008; note: % is set by controls: 0 for no effect and ±100 for the full control effect; nearly all actives have a fitted effect of over 55% in size
Target sequence (P10636 561-689 P618L limits assumed): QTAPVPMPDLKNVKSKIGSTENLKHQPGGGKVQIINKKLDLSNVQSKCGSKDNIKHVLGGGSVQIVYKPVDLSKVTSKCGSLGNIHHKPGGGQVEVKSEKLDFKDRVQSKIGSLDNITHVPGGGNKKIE
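Read-out: fluorescence polarization of Alexa 594-labeled tau (0.24 uM), 555 nm excitation, 632 nm emission. Mixtures held 15 uM unlabeled K18 P301L, compound and 20 uM heparin, pH 7 acetate buffer, incubated 6 hr at 37 C.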
TexasRed fluor: Total Fluorescence Counterscreen for Inhibitors of the Interaction of Thyroid Hormone Receptor and Steroid Receptor Coregulator 2 | TRb/SRC2 Texas Red total fluorescence interference | Potency, µM (series often up to 106 µM), without a hit: at the highest dose fluorescence change, negative = quenching | 280,000 tested, 0.29% active | AID 1479, 2009; active = well fitted curve in either direction with a large enough effect; inconclusive = small, poorly fitted or top-dose-only effect; note: % is set by controls: 0 for no effect and ±100 for the full control effect
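Flags fluorescent or light-absorbing compounds by total fluorescence, S + 2P, at 555 nm excitation and 632 nm emission. Mixture: 20 nM Texas Red SRC2 peptide, 0.6 uM human TRb LBD, 1 uM T3, 5% DMSO; compound exposure 5 h at ambient temperature.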
TRb-SRC2 inh: qHTS for Inhibitors of the Interaction of Thyroid Hormone Receptor and Steroid Receptor Coregulator 2. 280,000 tested, 0.065% active. AID 1469, 2008. TRbeta-SRC2 peptide binding, fluorescence polarization; receptor liganded with 1 µM T3. Thyroid hormone receptor beta (Homo sapiens), P10828. Potency, µM (top dose mostly 106 µM), without a hit: at the top dose activity change, negative = inhibition, most hits filed as inhibitors;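 note: plate controls were bound peptide for no effect and peptide without receptor for full effect; nearly all actives have a fitted effect of over 50% in size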
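Fluorescence polarization of 20 nM Texas Red SRC2 peptide (20-aa NR interaction domain) bound to 0.6 uM human TRb ligand-binding domain, with 1 uM T3, after 5 hr at ambient temperature; inhibition seen as decreased polarization.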
L3MBTL1 block: qHTS Assay for the Inhibitors of L3MBTL1 | Lethal(3)malignant brain tumor-like protein 1 (Homo sapiens), Q9Y468 | AlphaScreen L3MBTL1–H3K9me1 peptide binding | Potency, µM (titrated, usually from 57.1 µM), without a hit: at the highest dose activity, negative = inhibition, hits mostly inhibitors | 230,000 tested, 0.66% active; note: % is set by controls: 0 for no effect and ±100 for the full control effect; nearly all actives have a fitted effect of over 60% in size
Target sequence (Q9Y468 whole entry, looked up): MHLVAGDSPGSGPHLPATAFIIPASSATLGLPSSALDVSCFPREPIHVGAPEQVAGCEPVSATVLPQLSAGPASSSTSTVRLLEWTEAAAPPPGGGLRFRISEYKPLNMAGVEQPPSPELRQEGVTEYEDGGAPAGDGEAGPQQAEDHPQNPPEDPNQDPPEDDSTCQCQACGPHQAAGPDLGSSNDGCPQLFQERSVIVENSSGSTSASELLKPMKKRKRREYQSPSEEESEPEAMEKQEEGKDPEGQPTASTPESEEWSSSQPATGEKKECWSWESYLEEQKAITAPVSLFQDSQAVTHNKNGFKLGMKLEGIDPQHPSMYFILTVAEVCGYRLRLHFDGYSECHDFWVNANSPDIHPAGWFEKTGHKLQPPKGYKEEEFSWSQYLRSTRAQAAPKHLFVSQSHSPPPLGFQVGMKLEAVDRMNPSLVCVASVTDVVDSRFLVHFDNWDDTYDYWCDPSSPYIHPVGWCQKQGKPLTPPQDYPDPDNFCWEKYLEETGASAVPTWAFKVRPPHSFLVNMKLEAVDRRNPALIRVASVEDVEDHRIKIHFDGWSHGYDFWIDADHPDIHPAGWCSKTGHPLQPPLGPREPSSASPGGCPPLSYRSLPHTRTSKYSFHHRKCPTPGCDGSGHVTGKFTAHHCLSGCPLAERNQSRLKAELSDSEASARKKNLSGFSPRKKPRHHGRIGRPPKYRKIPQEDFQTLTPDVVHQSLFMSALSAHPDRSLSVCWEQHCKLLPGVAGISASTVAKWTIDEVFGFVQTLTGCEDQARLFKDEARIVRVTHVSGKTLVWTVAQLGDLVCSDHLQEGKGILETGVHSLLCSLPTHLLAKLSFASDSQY
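L3MBTL1 50 nM + b-AHA-H3(1-15)K9me1 75 nM, 30 min RT; compound added, 30 min RT; streptavidin donor/Ni-chelate acceptor beads 10 ug/mL each final, 30 min RT dark; AlphaScreen read.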
RECQ1 inh: qHTS Assay for Inhibitors of RecQ-Like Dna Helicase 1 (RECQ1). Potency, µM (titrated, usually from 57.3 µM), inactives show at the highest dose activity, negative = inhibition, hits mostly inhibitors. AID 2549, 2010. RECQ1 DNA unwinding, red fluorescence kinetic read. ATP-dependent DNA helicase Q1 (Homo sapiens), P46063. 240,000 tested, 0.54% active;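 note: plate controls were vehicle for no effect and no enzyme for full effect; nearly all actives have a fitted effect of over 30% in size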
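RECQ1T1 50 nM; forked duplex (20 bp + 30-nt ss tails) 200 nM, ATP 2 mM final; pH 8.0, 2 mM MgCl2, 2.5 ug/ml poly(dI-dC); 15 min compound preincubation; discontinuous kinetic read over 2 h at RT.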
Tau fluor counter: Counterscreen qHTS for Inhibitors of Tau Fibril Formation, Fluorescence Polarization | tau K18 P301L Alexa594 fluorescence, heparin fibrillization | Potency, µM (top dose mostly 57.7 µM), for inactives: at the highest dose activity change, negative = decrease | 280,000 tested, 0.93% active | AID 1463, 2008; note: % is set by controls: 0 for no effect and ±100 for the full control effect; nearly all actives have a fitted effect of over 55% in size
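Human K18 P301L tau (15 uM unlabeled plus 0.24 uM Alexa 594-labeled, final) in 100 mM sodium acetate pH 7 was mixed with compound and 20 uM heparin and incubated 6 hr at 37 C.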
Tau ThT inhib: qHTS for Inhibitors of Tau Fibril Formation, Thioflavin T Binding; Microtubule-associated protein tau (Homo sapiens), P10636; recombinant tau K18 P301L (four-repeat tau fragment), heparin-induced fibrillization, ThT fluorescence; Potency, µM (titrated, usually from 57.4 µM), for the others: top-dose activity, negative = inhibition, hits mostly inhibitors; 270,000 tested, 2.1% active; note: % is set by controls: 0 for no effect and ±100 for the full control effect; nearly all actives have a fitted effect of over 55% in size
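Recombinant human tau K18 fragment […] carrying P301L, 15 uM unlabeled plus 0.24 uM Alexa 594-labeled, was fibrillized with 20 uM heparin in 100 mM sodium acetate pH 7 for 6 hr at 37 C; 30 uM ThT fluorescence read after 1 hr.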
HTT ATP protect: qHTS Multiplex Assay to Identify Dual Action Probes in a Cell Model of Huntington: Cytoprotection (ATP); PC12 HTT-Q103 induced, cytoprotection, ATP luminescence, 40 h; Potency, µM (doses to about 56.4 µM), inactives show cytoprotection (ATP increase), hits mostly activators; 230,000 tested, 0.14% active;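 note: % of control where 0% means no effect; nearly all actives have a fitted effect of over 45% in size; toxic huntingtin expression switched on by the ecdysone agonist tebufenozide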
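Compounds were screened for protection of PC12 cells against cell death after tebufenozide induction (100 nM final) of mutant Huntingtin exon 1 (Q103) fused to GFP.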
The depositor's hits bear a star; i = inactive; ? = inconclusive; . = not tested or not shown; & = joins results of further samples; [ ] = remark or other dose. Unless noted, calls come from the whole dose curve; as a rule, active = well fitted curve in the direction sought with a large enough effect; inconclusive = small, poorly fitted or top-dose-only effect, or another doubt; inactive = no such curve, though single readings can be large; an effect the other way counts as inactive or inconclusive. Potency is the fitted concentration of half-maximal effect.

The opening four compounds as a preview:
SMILES	Tau fibril FP	TexasRed fluor	TRb-SRC2 inh	L3MBTL1 block	RECQ1 inh	Tau fluor counter	Tau ThT inhib	HTT ATP protect
CCOCCn1cnc2sc(C(=O)NCC(=O)OCC)c(C)c2c1=O	-3%	-2%	-2%	2%	2%	-2%	-6%	22%[1.9 µM]
Cc1ccc(S(=O)(=O)C2(S(=O)(=O)c3ccc(C)cc3)CCCC2)cc1	3%	1%	-13%	.	i	-6%	-4%	-37%
CCSc1nc2c(c(=O)n1Cc1ccccc1)SC(C)C2 (centres undefined)	-5%	-6%	9%	-11%[11.4 µM]	-5%	-5%	-9%	5%
COc1ccccc1CNS(=O)(=O)c1c(C)[nH]c(=O)[nH]c1=O	0%	2%	-1%	.	i	-11%	-14%	7%[10 µM]

The list itself, from the start:
SMILES	Tau fibril FP	TexasRed fluor	TRb-SRC2 inh	L3MBTL1 block	RECQ1 inh	Tau fluor counter	Tau ThT inhib	HTT ATP protect
CCOCCn1cnc2sc(C(=O)NCC(=O)OCC)c(C)c2c1=O	-3%	-2%	-2%	2%	2%	-2%	-6%	22%[1.9 µM]
Cc1ccc(S(=O)(=O)C2(S(=O)(=O)c3ccc(C)cc3)CCCC2)cc1	3%	1%	-13%	.	i	-6%	-4%	-37%
CCSc1nc2c(c(=O)n1Cc1ccccc1)SC(C)C2 (centres undefined)	-5%	-6%	9%	-11%[11.4 µM]	-5%	-5%	-9%	5%
COc1ccccc1CNS(=O)(=O)c1c(C)[nH]c(=O)[nH]c1=O	0%	2%	-1%	.	i	-11%	-14%	7%[10 µM]
Cc1ccc(C2=N/C(=C\c3cccnc3)C(=O)O2)cc1	7%	-1%[53 µM]	0%[53 µM]	5%	-5%	8%	3%	-23%[10 µM]
COC(=O)/C(=C/c1cccc([N+](=O)[O-])c1)NC(=O)c1ccc(OC)cc1	-2%	-1%	9%	-3%	3%	10%	5%	-8%[0.074 µM]
CCC(C)(C)NC(=O)CCCSc1nc2ccccc2[nH]1	-5%	1%	4%	.	i	2%	3%	-2%[10 µM]
O=C(CN1C(=O)C2C3CC(C(Br)C3Br)C2C1=O)OCC(=O)c1cccc([N+](=O)[O-])c1 (centres undefined)	-7%	-6%	-8%	1%	1%	3%	6%	-10%[10 µM]
CCNC(=O)C1CC(=O)OC12CCCCC2 (centres undefined)	-5%	1%	-2%	-3%	-3%	-1%	-2%	-10%
COc1ccc(CCN2CCC(CNC(=O)c3cnn(-c4ccc(C)cc4)c3C3CCN(C(=O)OC(C)(C)C)CC3)CC2)cc1	-2%	-11%	-1%	.	.	-14%	-13%	.
CN(C)C=NC(=O)c1ccc(N2CCN(c3ncc(C(F)(F)F)cc3Cl)CC2)cc1	-3%	1%	-7%	.	0%	2%	-6%	-23%
COC(=O)c1sc2cccc(F)c2c1S(=O)(=O)NCc1ccc(F)cc1	?	-1%	2%	.	.	-25%	-4%	.
O=C(NCc1ccco1)c1cc(S(=O)(=O)N2CCOCC2)ccc1Cl	-2%	0%	-20%	22%	-4%	0%	-11%	14%
O=c1[nH]ncn1-c1ccc(Br)cc1	1%	-3%	-4%	8%	-1%	1%	-3%	-19%
COc1ccc(OC)c(S(=O)(=O)N(C)CC(=O)N2CCN(c3ccc(F)cc3)CC2)c1	-3%	-10%	-8%	-14%	-1%	-1%	1%	-13%[0.074 µM]
Cc1ccc(CN2CCC(CNc3ncnc4onc(-c5ccc(Cl)cc5)c34)CC2)cc1	-1%	-2%	-2%	.	.	-17%	-5%	.
CCc1ccc(NC(=O)c2cnn(-c3ccccc3)c2-n2cccc2)cc1	8%	2%	4%	.	.	-21%	?	.
NC(=O)C1CCCN(S(=O)(=O)c2ccc(Br)cc2)C1 (centres undefined)	8%	1%	-7%	.	i	1%	6%	-1%
Cc1cc(=S)c2ccccc2[nH]1	-11%	-3%	-8%	.	-9%	-22%	.	-10%[10 µM]
CCOc1ccccc1NC(=O)C(CC(C)C)NC(=O)C1CCC(C)CC1 (centres undefined)	-5%&-6%	-2%&1%	-2%&-12%	.	i	-15%&-18%	-6%&-9%	-4%
Cc1ccc(-n2cc(S(=O)(=O)c3ccc(C)cc3)[nH]c2=O)cc1	4%	0%	4%	-25%	-4%	2%	7%	.
CC(=O)Nc1ccccc1-c1nc2ccccc2n(C(C)C(=O)c2ccc(C)c(C)c2)c1=O (centres undefined)	9%	-1%	1%	.	.	-6%	-7%	.
Cc1ccc(CN2CCN(Cc3cn(C(C)C)c4ccccc34)CC2CCO)o1 (centres undefined)	3%	-9%	-6%	27%	i	9%	12%	-34%[10 µM]
CCCn1nc(C(=O)Nc2ccc(S(=O)(=O)Nc3ncccn3)cc2)c2ccccc2c1=O	-3%	-2%	-1%	.	-20%	-3%	-1%	3%[10 µM]
COc1cc(NC(=O)C2CCN(S(=O)(=O)Cc3ccccc3)CC2)c(OC)cc1Cl	2%	-2%	-6%	.	.	-5%	5%	.
Cc1nn(C(=O)c2nn(C)cc2Cl)c(C)c1Br	0%	0%	3%	-9%	12%	1%	-13%	.
CC(=O)SC(C)CC(=O)NCc1ccccc1 (centres undefined)	-4%	1%	4%	.	-7%	-2%	-5%	14%
Cc1cc(C)c(O)c(-c2cc(C(=O)NCCc3ccc(S(N)(=O)=O)cc3)[nH]n2)c1	-9%	-3%	-4%	.	-5%	-26%	.	14%[10 µM]
COc1cc(OC)cc(C(=O)Nc2cccc(NC(C)=O)c2)c1	6%	3%	-20%	-1%	-12%	-5%	-3%	-9%[10 µM]
O=C1CCCC(=O)C1C1c2ccccc2CCN1C(=O)CCl (centres undefined)	-3%	-2%	-7%	-2%	-6%	-10%	-6%	-8%[10 µM]
CCOc1ccc(NC(=O)Cn2c(=O)n(CCc3ccccc3)c(=O)c3c4c(sc32)CCCC4)cc1	?	?	-2%	.	.	-10%	11%	.
O=C(CCn1nc(-c2ccccc2)c2ccccc2c1=O)Nc1ccccc1	-3%	4%	4%	.	.	-13%	-2%	.
CCCCN(C(=O)CSc1nnc(Nc2ccc(C)c(C)c2)s1)c1c(N)n(Cc2ccccc2)c(=O)[nH]c1=O	6%	-5%	2%	.	-1%	?	-24%	-102%[inhibitor]
Cc1cccc(NS(=O)(=O)c2ccc3c(c2)[C@H]2C=CC[C@H]2[C@@H](c2ccc(F)cc2)N3)c1	-8%	8%	16%	.	.	5.6µM*[quencher]	?	.
O=C(CN1C(=O)NC2(CCCC2)C1=O)N1CCc2ccccc2C1	6%	-4%	-4%	14%	-6%	8%	5%	?
Cc1ccccc1N1C(=O)CC(Nc2ccc3c(c2)OCO3)C1=O (centres undefined)	1%	1%	2%	-9%	-16%	-5%	-14%	-17%
Cc1ccc(S(=O)(=O)COCCN2CCN(S(=O)(=O)c3ccc(C)cc3)CCC2=O)cc1	6%	?	0%	.	i	-1%	0%	-30%[inhibitor]
COc1cc(NC(=O)C/C(C)=N/NC(=O)C(=O)NC2CCCCC2)c(OC)cc1Cl	-4%	-1%	0%	4%	-13%	-17%	?	-16%
CC(C)(C)OC(=O)N1CCC(c2c(C(=O)NCc3ccccc3)cnn2-c2ccc(F)cc2)CC1	-1%	0%	2%	.	.	-17%	-13%	.
CCOC(=O)N1CCN(C(=O)c2cc3c(=O)n(C)c4ccccc4c3n2C)CC1	2%	-1%	-7%	.	-4%	-6%	-10%	-16%
Cc1ccc(-n2nc3cc(C)c(N)cc3n2)cc1	11%	-2%	-17%	.	-11%	?	?	-80%[inhibitor]
Cc1ccccc1CSCC(=O)NC(=O)NC(C)(C)C	4%	1%	-13%	3%	i	4%	5%	5%
O=C(NCc1ccccc1)C(c1cccs1)N(C(=O)c1csnn1)C1CC1 (centres undefined)	-7%	0%	-2%	1%	-6%	-10%	-15%	-8%
COCCN(C(=O)CC(C)(C)C)c1nnc(-c2cccnc2)s1	5%	-4%	-23%	3%	-8%	4%	-3%	6%[10 µM]
Cn1cc(Cl)nc1C(O)c1ccccc1 (centres undefined)	2%	-2%	6%	0%	-4%	-5%	-4%	6%[10 µM]
COC(=O)c1ccc(CSc2nnc(CNC(=O)c3ccccc3F)o2)o1	3%	2%	1%	.	-7%	0%	-14%	-19%
CCN(CC)S(=O)(=O)c1ccc(OC)c(NS(=O)(=O)c2ccc(F)cc2)c1	-5%	-2%	-2%	0%	-3%	-16%	-13%	6%
O=c1[nH]c(SCc2ccc([N+](=O)[O-])cc2)nc2c1CCCC2	-5%	-1%	2%	.	.	-1%	10%	.
Cc1ccc(-c2nc(CS(=O)CC(=O)NCCN3CCOCC3)c(C)o2)cc1 (centres undefined)	-5%	-2%	-7%	.	-5%	-13%	-17%	5%
CS(=O)(=O)N1CCN(C(=S)NCc2ccc(Cl)cc2)CC1	-2%	-2%	-9%	.	-4%	-2%	1%	-12%
C/C(=N\NC(=O)c1cc(Cl)ccc1O)c1ccc(Br)s1	13%	0%	3%	6%	3%	-14%	?	-11%[10 µM]
CCc1ccc2c(c1)C(c1ccncc1)=NNC(c1ccccc1)=N2	5%	0%	3%	-21%	i	-7%	?	13%[10 µM]
Fc1cccc(CCN2C(=S)NC[C@@H]2Cc2ccccc2)c1	2%	0%	-5%	0%	-12%	-9%	-1%	7%[10 µM]

Only part of the results is shown, so the mix of outcomes need not match the whole.
